All columns: NCI-60 one-dose screen, growth in % after 48 h at 10 µM unless noted; 100 = growth as untreated, 0 = no growth, -100 = all killed.
PC-3 = PC-3 prostate cancer cells | AID 1794754 | 3.9% of 80,000 active
SNB-75 = SNB-75 CNS cancer. 5% of 79,000 active
SW-620 = SW-620 colon cancer; 5.2% of 82,000 active; AID 1794795
DU-145 = DU-145 prostate cancer. 4.2% of 81,000 active. AID 1794760
HCC-2998 = HCC-2998 colon cancer. 4.7% of 79,000 active. AID 1794799
SF-539 = SF-539 CNS cancer. AID 1794752. 6.8% of 81,000 active
KM12 = KM12 colon cancer cells; 5% of 82,000 active
HT29 = HT29 colon cancer; 7.4% of 81,000 active; AID 1794748
SNB-19 = SNB-19 CNS cancer cells. 2.5% of 81,000 active. AID 1794751
Numbers without * were called inactive; . = no result given; & = joins results of further samples. Rule for the calls: active = growth percent below 10; inactive = the rest.

SMILES	PC-3	SNB-75	SW-620	DU-145	HCC-2998	SF-539	KM12	HT29	SNB-19
Cc1cnc(SCc2ccc(Cl)cc2Cl)nc1Nc1ccc(Cl)c(Cl)c1	72	85	102	95	103	105	89	85	97
O=C(/C=C/c1c[nH]c2ccccc12)c1ccc(O)c(CN2CCN(c3ccc(F)cc3)CC2)c1	85	.	104	107	.	98	100	99	94
CCc1cccc2c3c(sc12)C(c1ccc(F)cc1)C(C#N)=C(N)O3 (centres undefined)	20	24	30	24	15	2.8*	25	13	40
CCN(CC)P(=O)(N(CC)CC)N(CCCSC/C=C(\C)CC/C=C(\C)CCC=C(C)C)CCCN1CCN(C)CC1	96	93	101	106	104	106	108	99	93
C=CC(=O)N1CCN(c2cccc(Oc3nccc(Nc4nnc(-c5ccc(Br)cc5)s4)n3)c2)CC1	61	69	35	78	90	73	44	53	57
Fc1ccc(C(c2ccc(F)cc2)C(Cl)(Cl)Cl)cc1	99	102	101	100	97	102	99	104	104
O=C(Nc1ccc(NC(=O)c2ccccc2)c2c1C(=O)c1ccccc1C2=O)c1ccccc1	88	85	100	88	106	101	143	100	99
COc1ccc(N2CCN(c3nc(-c4ccncc4)nc4sc5c(c34)CCCCCC5)CC2)cc1	55	114	98	97	111	92	78	77	.
COC1=CC(=O)C(OC)=C(O)C1=O	97	77	93	109	101	92	102	106	101
CCn1c(SCC(=O)Nc2cccc(C(=O)/C=C/c3cccc(O[N+](=O)[O-])c3)c2)nc2ccccc2c1=O	94	79	79	105	98	101	98	102	87
C=C(C)CN1C(=O)C(C)S/C1=N/N=C1/SCC(=O)N1C (centres undefined)	97	78	99	102	95	93	94	109	96
O=C(Nc1ccc(Cl)cc1)Nn1cnc2ccccc21	98	118	106	91	198	89	118	117	99
COc1ccc(S(=O)(=O)NC2c3ccccc3CC2O)cc1 (centres undefined)	110	78	101	107	107	111	106	115	106
CC1=C(C)C(=O)C(Nc2ccc3c(c2)OCO3)=C(Br)C1=O	86	74	107	109	105	106	97	109	94
COc1ccc(-c2cnc(-c3ccc(F)cc3)[nH]2)cc1	74	99	19	113	-10*	105	31	16	98
CCN(CC)CCN=c1c(C)nc(C#N)c(N)n1O	99	116	96	108	109	91	100	101	96
CS(=O)(=O)c1ccc(C(=O)N=Nc2c(O)[nH]c3ccccc23)cc1	105	103	103	107	104	108	108	107	107
COc1ccc(Nc2nc(/N=C/c3cc(OC)c(OC)c(OC)c3)n[nH]2)cc1	93	96	96	111	96	88	93	108	96
N#C/C(=C\c1ccc(-c2ccc(Cl)c(Cl)c2)o1)c1ccccc1	80	57	84	96	99	82	89	83	80
CCN(CC)C(=O)NCN1C(=O)c2cccc3cccc(c23)C1=O	90	99	110	111	107	99	106	95	103
COc1nc(OCCOC(=O)C(=O)c2c[nH]c3ccccc23)ccc1CNCCNC(C)=O	89	76	96	106	115	97	101	108	98
Cn1[nH]c(=O)[nH]c1=O	97	84	105	111	104	99	107	113	104
COc1ccc(/C=N/N=C(N)N)cc1S(=O)(=O)O	92	83	100	114	99	107	109	104	102
Cc1sccc1-c1nnc(-c2c(-c3ccc(F)cc3)nc3ccccn23)o1	101	98	98	110	102	87	98	86	101
CC1(C)CC(=O)C2(Cc3c(C(C)(C)C)nn(-c4ccccc4)c3N(Cc3ccc4c(c3)OCO4)C2)C(=O)C1	33	113	84	102	95	.	69	55	75
Cc1c(CC(=O)Nc2ccccc2)nnn1-c1ccccc1	104	104	110	115	102	100	108	111	102
CC1OC(O)C(O)C(O)C1O (centres undefined)	97	97	103	112	119	102	103	105	105
IP(CCCCCCCCCCSc1n(Cc2ccc3ccccc3c2)c(-c2ccccc2)c(-c2ccccc2)[n+]1Cc1ccc2ccccc2c1)(c1ccccc1)(c1ccccc1)c1ccccc1	-80*	-53*	-78*	-70*	-87*	-67*	-83*	-59*	-85*
C#CC1(N(C)C)CCC2C3CCc4cc(OC)ccc4C3CCC21C (centres undefined)	91	101	107	109	101	107	102	107	99
Nc1cc(=O)[nH]c(=S)n1-c1ccccc1	97	91	111	106	99	96	106	93	111
CCC(=O)Nc1nnc(Cc2ccc(OC)c(OC)c2)s1	9.3*	-83*	34	-50*	.	-74*	36	-47*	2.4*
Cc1c(C(=O)C(SC(=S)N2CCN(C(=O)OC(C)(C)C)CC2)SC(=S)N2CCN(C(=O)OC(C)(C)C)CC2)nnn1-c1ccc(Cl)cc1	88	87	103	111	108	104	104	86	93
O=C1CCC(C(=O)NNCc2ccccc2)N1 (centres undefined)	98	103	107	108	107	97	104	109	103
O=C1C2CC3CC(C2)CC1C3	97	79	99	103	86	89	101	99	90
O=C(Nc1ccc2c3c(cccc13)CC2)c1ccccc1	86	82	102	146	105	122	101	129	103
CCCCCCCCn1ccc2cc(NC(=O)Cn3cc(-c4ccc(F)cc4)nn3)ccc21	89	87	100	106	117	89	95	101	100
COc1cc2oc(-c3cccc(NC(=O)[C@@H](NC(=O)[C@@H](NC(=O)OC(C)(C)C)C(C)C)C(C)C)c3)cc(=O)c2c(OC)c1OC	82	78	98	99	87	92	90	99	95
Nc1nc(-c2cccc(Br)c2)nn1-c1nc2ccccc2s1	109	85	99	108	106	104	100	110	102
COc1ccc(-c2nc(C(=O)Nc3cccc(OC)c3)nn2-c2cccc3ccccc23)cc1	83	68	94	106	103	92	83	105	84
CN1CCN(c2ccc3nc4c(nc3c2C(F)(F)F)C(=O)c2ncccc2C4=O)CC1	8.0*	5.3*	4.7*	-86*	-27*	-52*	13	-56*	18
COc1ccc(NC(=O)c2ccc3c(c2)nc(-c2ccc(Cl)cc2)n3-c2cc(C(C)(C)C)[nH]n2)cc1	68	78	104	90	112	88	84	116	83
c1ccc(Oc2ccccn2)cc1	95	114	99	119	.	97	105	108	106
O=C(Cn1cc(CSc2nc3ccccc3o2)nn1)Nc1cccc(C(F)(F)F)c1	91	87	102	112	123	100	100	114	96
C(=C\c1ccccc1)/CN1CCN(C(c2ccccc2)c2ccccc2)CC1	77	85	90	109	100	91	104	83	96
CC(C)(C)c1ccc(S(=O)(=O)/N=C(\N)Nc2nc3ccccc3s2)cc1	79	.	99	107	109	102	97	101	104
CC(=O)Nc1nc(C(=O)N2N=C(C)/C(=C/c3ccccc3)C2=O)cs1	98	95	107	111	104	97	102	98	103
Cc1c(C(=O)N[C@@H](Cc2ccccc2)C(=O)C(=O)NC(C)C)[nH]c2ccccc2c1=O	97	83	98	104	112	98	102	111	100
NNC(=O)CCSCCC(=O)NN	92	92	99	111	99	100	109	114	105
COc1ccc2nc3cc(Cl)ccc3c(Nc3cc(CN4CCCC4)c(O)c(CN4CCCC4)c3)c2n1	6.9*	-64*	7.2*	18	-32*	-22*	12	1.2*	14
CN(C)CCN(Cc1ccco1)c1ccccn1	91&94	83&103	106&103	115&111	98	99&108	108&107	88&100	110&101

(cont.)
SMILES	PC-3	SNB-75	SW-620	DU-145	HCC-2998	SF-539	KM12	HT29	SNB-19
C=C1C(=O)O[C@H]2[C@H]1CC/C(COC(=O)NCc1cc(OC)c(OC)c(OC)c1)=C\CC[C@@]1(C)O[C@@H]21	66	84	16	43	101	65	92	21	73
O=C(O)c1ccccc1C(=O)Nc1ccccc1[N+](=O)[O-]	100	100	106	113	88	95	115	108	100
CCOC(=O)c1c(C)nc2[nH]n(-c3ccccc3)c(=O)c2c1-c1ccccc1	84	85	98	105	100	101	102	95	88
C=C(C)[C@@H]1CC[C@]2(C=NCCCNCCCCNCCCN)CC[C@]3(C)[C@H](CC[C@@H]4[C@@]5(C)CCCNC(C)(C)[C@@H]5CC[C@]43C)[C@@H]12	86	114	88	101	100	95	98	39	88
CCCCCCCCN1C(=O)/C(=c2\sc3n(c2=O)C2C(NN=3)N(CC)C(=O)N2CC)c2ccccc21 (centres undefined)	82	-13*	87	98	103	60	90	100	46
O=C(Nc1ccc(OCc2ccccc2)cc1)Nc1ccc(Cl)c(C(F)(F)F)c1	-1.0*	-20*	13	13	21	-47*	1.8*	6.9*	8.4*
Cc1ccc(S(=O)(=O)N/N=C\c2cc(Cl)ccc2O)cc1	94	89	81	92	.	77	108	103	86
C/C=C/C1=CN2C(=O)c3cc(OC4OC(C)C(NC)C(C)(O)C4O)c(C)cc3N=C[C@@H]2C1 (some centres undefined)	7.2*	.	-0.3*	-19*	.	-45*	-41*	5.7*	15
CN(C)C(=S)SCc1cccs1	96	87	106	115	103	107	106	109	111
Nn1c(Nc2ccc(S(N)(=O)=O)cc2)nnc(/C=C/c2c(O)ccc3ccccc23)c1=O	75	93	94	96	107	97	87	96	96
O=C(c1cccnc1)N1CCOCC1	.	90	100	108	100	99	103	100	101
CN(C)CC(OC(=O)C(c1ccccc1)c1ccccc1)c1ccccc1 (centres undefined)	82	82	108	112	87	105	111	94	102
COc1cccc(CN(CCC(=O)O)Cc2cccc(OC)c2)c1	102	98	112	124	98	109	108	96	100
COc1ccc(/C=N/NC(=O)Cn2nc(Cc3ccc([N+](=O)[O-])cc3)c3onc(C)c3c2=O)cc1	66	88	91	85	90	54	50	83	78
COC(=O)[C@]12CC[C@@H](C)[C@H](C)[C@@H]1C1=CC[C@@H]3[C@@]4(C)C(c5ncon5)=C[C@@](C)(CO)C4=CC[C@@]3(C)[C@]1(C)CC2	-13*	56	-35*	-72*	-83*	-86*	-48*	-68*	6.0*
O=C1CCCN1C(O)CCN(Cc1ccc(Cl)cc1)Cc1ccc2c(c1)OCO2 (centres undefined)	96	98	112	112	110	106	105	107	111
CCCCC1CCc2cccc3c(SCC(=O)N(C)c4ccccc4Br)cc[n+]1c23 (centres undefined)	103	103	107	113	115	104	111	106	101
COc1ccc(/C=N\NC(=O)c2cnn(CC(O)c3ccccc3)c2N)cc1OCc1ccc(Cl)cc1 (centres undefined)	64	61	64	55	108	69	75	91	68
OCc1cnc2ccccc2c1NC1CCCCCC1	82	91	98	98	111	102	96	92	94
NS(=O)(=O)c1ccc(NC2=C(I)C(=O)c3ncccc3C2=O)cc1	89	79	92	108	96	97	111	111	99

A second format for some results above:
Below each SMILES – PC-3, SNB-75, SW-620, DU-145, HCC-2998, SF-539, KM12, HT29, SNB-19
> CN(C)CC(OC(=O)C(c1ccccc1)c1ccccc1)c1ccccc1 (centres undefined)
→ 82, 82, 108, 112, 87, 105, 111, 94, 102
> COc1cccc(CN(CCC(=O)O)Cc2cccc(OC)c2)c1
→ 102, 98, 112, 124, 98, 109, 108, 96, 100

The results go on:
SMILES	PC-3	SNB-75	SW-620	DU-145	HCC-2998	SF-539	KM12	HT29	SNB-19
COC1OC(CO)C(OC)C(O)C1O (centres undefined)	103	103	94	105	107	99	100	110	105
O=C1C(=O)N(CCO)c2ccc(F)cc21	98	84	95	106	114	98	104	105	96
NC(=S)NN=C1CCCCC1	83	105	69	95	105	100	107	48	106
Nc1ncncc1-c1ccc2ccccc2c1	97	93	118	110	106	97	107	100	99
CC1(C)CC[C@]2(C(=O)O)CC[C@]3(C)C(=CC[C@@H]4[C@@]5(C)C/C(=C/c6ccncc6)[C@H](O)C(C)(C)[C@@H]5CC[C@]43C)[C@@H]2C1	28	36	35	58	49	28	21	35	42
Cn1c(=O)c2c(nc3n(-c4ccccc4)c(O)cn23)n(C)c1=O	100	66	99	112	118	93	99	105	96
COc1ccc(-c2csc(NC(=O)c3cc(O)c(O)c(O)c3)n2)cc1	68	59	57	65	.	63	85	92	60
O=C(Nc1cccc(-n2cc(-c3ccncc3)c(-c3cc(O)cc(Cl)c3)n2)c1)c1ccc(N2CCOCC2)c(C(F)(F)F)c1	19	23	-26*	38	-3.6*	2.4*	9.9*	17	12
Cc1ccc(S(=O)(=O)/C(=N\O)C(=O)c2ccc(-c3ccccc3)cc2)cc1	103	93	111	111	107	112	99	96	95
NNC(=O)Cc1cccc2ccccc12	98	100	101	117	101	96	93	101	109
Cc1ccc(C2CC(c3cccc(Nc4ccncc4)c3)=NN2c2ccc(Cl)cc2)cc1 (centres undefined)	-83*	-90*	-47*	-93*	-93*	-96*	-89*	-58*	-90*
COc1ccc(C(=O)N/N=C/c2ccc(O)cc2O)cc1Nc1ccnc(C(F)(F)F)c1	64	26	36	48	41	10	69	37	34
Cc1cc2nc3c4cc(Br)ccc4n(CCN(C)C)c3nc2cc1C	55	68	26	51	49	47	47	25	54

In the list so far, these contain an NH in an aromatic ring.
SMILES	PC-3	SNB-75	SW-620	DU-145	HCC-2998	SF-539	KM12	HT29	SNB-19
O=C(/C=C/c1c[nH]c2ccccc12)c1ccc(O)c(CN2CCN(c3ccc(F)cc3)CC2)c1	85	.	104	107	.	98	100	99	94
COc1ccc(-c2cnc(-c3ccc(F)cc3)[nH]2)cc1	74	99	19	113	-10*	105	31	16	98
CS(=O)(=O)c1ccc(C(=O)N=Nc2c(O)[nH]c3ccccc23)cc1	105	103	103	107	104	108	108	107	107
COc1ccc(Nc2nc(/N=C/c3cc(OC)c(OC)c(OC)c3)n[nH]2)cc1	93	96	96	111	96	88	93	108	96
COc1nc(OCCOC(=O)C(=O)c2c[nH]c3ccccc23)ccc1CNCCNC(C)=O	89	76	96	106	115	97	101	108	98
Cn1[nH]c(=O)[nH]c1=O	97	84	105	111	104	99	107	113	104
Nc1cc(=O)[nH]c(=S)n1-c1ccccc1	97	91	111	106	99	96	106	93	111
COc1ccc(NC(=O)c2ccc3c(c2)nc(-c2ccc(Cl)cc2)n3-c2cc(C(C)(C)C)[nH]n2)cc1	68	78	104	90	112	88	84	116	83
Cc1c(C(=O)N[C@@H](Cc2ccccc2)C(=O)C(=O)NC(C)C)[nH]c2ccccc2c1=O	97	83	98	104	112	98	102	111	100
CCOC(=O)c1c(C)nc2[nH]n(-c3ccccc3)c(=O)c2c1-c1ccccc1	84	85	98	105	100	101	102	95	88
